Assay outcomes from PubChem.
CCR6 antagonist = CCR6 (human) receptor antagonism | CHO-K1 CCR6 PathHunter beta-arrestin, luminescence, CCL20-stimulated | inhibition, % at 20 µM | actives 0.49% (n = 340,000) | AID 493098;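 active means compounds whose inhibition of the agonist-driven luminescence signal at 20 µM reaches about 50%, limit read from the data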;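 further: cells stimulated with CCL20 at 14 nM final; plate controls were DMSO with CCL20 for no effect and DMSO without agonist for full effect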
Target sequence (P51684 whole entry, looked up): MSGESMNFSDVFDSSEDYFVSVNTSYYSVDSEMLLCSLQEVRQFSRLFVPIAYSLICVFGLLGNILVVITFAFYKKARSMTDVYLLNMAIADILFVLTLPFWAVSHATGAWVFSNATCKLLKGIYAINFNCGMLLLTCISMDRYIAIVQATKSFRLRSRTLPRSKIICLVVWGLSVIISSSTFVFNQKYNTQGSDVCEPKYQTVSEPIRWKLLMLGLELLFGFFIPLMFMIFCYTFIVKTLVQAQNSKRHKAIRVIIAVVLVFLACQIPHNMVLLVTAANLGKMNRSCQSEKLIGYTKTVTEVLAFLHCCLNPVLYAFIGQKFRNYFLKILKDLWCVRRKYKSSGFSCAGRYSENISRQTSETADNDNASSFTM
NR3A LBD binder = modulators (binders) of human NR3A ligand-binding domain; NR3A LBD differential scanning fluorimetry, Tm shift; 0% = protein alone, 100% = glycine-bound protein; AID 1259313; Tm shift relative to glycine control, % at 25 µM; actives 2.5% (n = 340,000);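 active means melting temperature shift of at least 10% of the positive control shift, at one fixed dose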
CXCR6 inh = inhibitors of human CXCR6 receptor | O00574 | inhibition, % at 20 µM | AID 602244 | actives 0.36% (n = 360,000) | CHO-K1 PathHunter CXCR6 beta-arrestin, luminescence; in the data active means inhibition above about 34%, passing the limit was not always enough;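 further: antagonist mode with CXCL16 agonist at 10 nM final; 0% = 10 nM CXCL16 with DMSO and 100% = unstimulated wells without agonist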
A3A deaminase = blocks human APOBEC3A ssDNA deamination | actives 0.41% (n = 330,000) | inhibition, % at 20 µM | recombinant A3A, FAM/TAMRA ssDNA deamination fluorescence | P31941;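 active means at least 40% inhibition at 20 µM here, with at most 30% in a related deaminase screen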;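 further: plate controls were A3A with DMSO for no effect and wells lacking A3A enzyme for full effect; some results filed as inactive read as strong as hits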
Target sequence (P31941 whole entry, looked up): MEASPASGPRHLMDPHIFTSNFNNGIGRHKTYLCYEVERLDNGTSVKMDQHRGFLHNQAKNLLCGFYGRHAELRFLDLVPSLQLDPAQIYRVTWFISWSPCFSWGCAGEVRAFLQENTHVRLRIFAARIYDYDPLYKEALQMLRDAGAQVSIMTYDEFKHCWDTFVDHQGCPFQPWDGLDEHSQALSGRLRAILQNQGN
Gli-Sufu block = Gli-Sufu pathway antagonism; Sufu-KO-LIGHT fibroblasts, Gli luciferase reporter luminescence; inhibition, % at 5 µM; actives 0.74% (n = 340,000);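 active means inhibition above about 55%, limit read from the data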;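 further: 0% = DMSO-treated cells and 100% = wells with medium but no cells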
A3G deaminase = blocks human APOBEC3G single-stranded DNA deamination; actives 0.28% (n = 330,000); AID 493012; recombinant A3G, ssDNA deamination FAM/TAMRA fluorescence; inhibition, % at 20 µM; Q9HC16;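 active means inhibition of at least 40% at 20 µM, with no more than 30% in the related APOBEC3A deaminase screen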;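 further: plate controls were DMSO wells with A3G for no effect and wells lacking A3G enzyme for full effect; some compounds called inactive have numbers as strong as hits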
Target sequence (Q9HC16 whole entry, looked up): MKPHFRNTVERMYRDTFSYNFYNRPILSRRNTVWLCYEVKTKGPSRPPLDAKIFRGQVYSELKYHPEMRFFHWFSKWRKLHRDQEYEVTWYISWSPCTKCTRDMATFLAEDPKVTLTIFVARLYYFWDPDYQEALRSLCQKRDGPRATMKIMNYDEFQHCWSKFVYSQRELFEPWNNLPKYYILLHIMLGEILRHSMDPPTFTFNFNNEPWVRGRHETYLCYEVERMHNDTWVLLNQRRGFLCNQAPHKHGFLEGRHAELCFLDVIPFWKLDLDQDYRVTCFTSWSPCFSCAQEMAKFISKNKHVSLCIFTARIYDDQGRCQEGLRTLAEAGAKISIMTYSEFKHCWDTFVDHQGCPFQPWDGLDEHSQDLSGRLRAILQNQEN
EBI2 antag = blocks human EBI2 receptor beta-arrestin signaling | inhibition, % at 5 µM | AID 651636 | actives 0.81% (n = 360,000) | P32249 | EBI2 beta-arrestin recruitment, luminescence, 7a,25-OHC stimulated; in the data active means inhibition above about 38%;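 further: enzyme fragment complementation signal reports receptor beta-arrestin coupling in cells; 0% = agonist plus DMSO wells and 100% = wells without agonist; some results beyond the cut were filed as inactive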
MPTP inh = permeability transition pore inhibition; inhibition, % at 10 µM; AID 602449; isolated mouse mitochondria, Ca2+ swelling absorbance, 30 min; actives 1.4% (n = 360,000);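 active means inhibition of 50% or more, scaled per plate between neutral and stimulator controls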;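 further: 0% = DMSO wells given calcium and 100% = 1 mM EGTA wells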
The depositor's hits bear a star; . = not tested or not shown.

#	smiles	CCR6 antagonist	NR3A LBD binder	CXCR6 inh	A3A deaminase	Gli-Sufu block	A3G deaminase	EBI2 antag	MPTP inh
1	Cc1cc(O)ccc1NS(=O)(=O)c1ccc2c3c(cccc13)C(=O)N2	-4	-1	10	-2	31	-9	5	0.5
2	CC(=O)N1c2ccc(S(=O)(=O)N3CCC(C(=O)NC4CCCCC4)CC3)cc2CC1C (centres undefined)	-1	-1	-11	-6	-2	-5	-5	-1.9
3	Cc1ccc(S(=O)(=O)/N=C(\N)c2ccc(Cl)cc2)cc1	3	0	-15	.	2	.	3	-1.4
4	N#Cc1c(NC(=O)c2cc(C3CC3)on2)sc2c1CCC2	15	0	-2	5	-10	4	0	0.3
5	COC(=O)c1c(Cl)c2n3ccccc3c(C)c(-c3ccccc3)c-2c1C(=O)OC	19	10	-4	0	16	-2	-12	1.1
6	Cc1c(NC(=O)c2ccc([N+](=O)[O-])o2)cccc1-c1nc2ncccc2o1	-4	0	-13	-5	-8	3	-6	-1.7
7	Cc1ccc(C(=O)N2NC(c3ccccc3F)C3C(=O)N(c4cccc(C)c4)C(=O)C32)cc1 (centres undefined)	-9	0	-7	-3	-4	-11	-14	-1.0
8	CC(C(=O)N1CCCC1)N1CCN(S(=O)(=O)c2ccc(C(C)(C)C)cc2)CC1 (centres undefined)	5	-7	5	-6	6	-4	-1	-0.4
9	CC(C)(C)OC(=O)N1CCC(c2c(C(=O)N3CCN(C(=O)c4ccco4)CC3)cnn2-c2ccc(F)cc2)CC1	6	-2	1	-4	-4	-8	-8	-1.3
10	C/C(=N\NC(=O)CC1N=C(Cc2ccccc2)NNC1=O)c1ccc(Br)cc1 (centres undefined)	2	0	0	-4	10	-8	-9	2.0
11	CN(C)C(=O)CCc1ccc2c3c([nH]c2c1)[C@]1(CCC2CCCC2)[C@@H](C(=O)N2CCOCC2)C[C@H](CC(=O)NCc2cccc(C(F)(F)F)c2)C(=O)N1CC3	20	-6	10	0	3	-1	19	-0.5
12	COc1cc(NC(=O)c2cc(OC)c(OC)c(OC)c2)ccc1NC(=O)c1cccs1	5	2	9	-2	10	-4	7	4.2
13	Cc1cc(NC(=O)CSc2nc3c(c(=O)n2Cc2ccccc2)SC(C)C3)no1 (centres undefined)	11	0	2	-5	-3	-6	0	-1.1
14	O=C(CCS(=O)(=O)c1ccccc1)NC1CCCCC1	-2	2	-8	4	-51	12	-9	-1.4
15	CC1CN(c2ccc([N+](=O)[O-])cc2C(=O)N2CCOCC2)CC(C)N1 (centres undefined)	-3	-4	5	-1	0	-5	-1	7.3
16	Cc1nccn1CCCNC(=O)CC1C(=O)NCCN1Cc1ccccc1C(F)(F)F (centres undefined)	-2	0	5	-2	3	-6	-6	0.4
17	CC(=O)c1ccccc1NC(=O)c1ccc(OCc2c(C)noc2C)cc1	7	2	0	1	-1	-2	7	-0.6
18	Cc1cccc(CSc2ccc3nnc(-c4cccnc4)n3n2)c1	3	-2	14	0	4	-5	-4	-0.6
19	CCCOc1ccc(Cn2c(=O)oc3ccc(C)cc32)cc1	22	5	-5	-2	9	-2	3	1.5
20	O=S(=O)(c1ccc(OCC(O)CN2CCC(Cc3ccccc3)CC2)cc1)N1CCOCC1 (centres undefined)	12	-6	12	-3	8	-5	-5	1.3

#	smiles	CCR6 antagonist	NR3A LBD binder	CXCR6 inh	A3A deaminase	Gli-Sufu block	A3G deaminase	EBI2 antag	MPTP inh
21	Cc1ccc(C(=O)NCC(=O)Nc2ccc(S(=O)(=O)Nc3cc(C)nc(C)n3)cc2)cc1	9	0	-3	-2	-5	-5	-3	0.0
22	Cc1ccccc1-c1nnc(SCC(=O)c2c(N)n(C3CC3)c(=O)[nH]c2=O)o1	5	-2	6	0	-6	-5	-4	0.0
23	COc1cccc(NC(=S)N(CCN(C)C)C(C)c2ccco2)c1 (centres undefined)	7	1	11	2	16	-11	-20	-1.0
24	Cc1cc(C)n(-c2cc(C(C)(C)C)nc3c(-c4ccccc4)cnn23)n1	23	1	1	-2	-56	-5	22	-2.1
25	OCC[C@H]1C[C@@H](O)[C@H](O)[C@@]2(CCCc3ccccc3O2)O1	2	-1	3	1	-12	-3	-11	-0.2
26	O=C1/C(=C/c2ccncc2)Oc2cc(OS(=O)(=O)c3ccccc3)ccc21	30	4	12	-3	-2	-9	8	4.4
27	CCOc1ccccc1N(CC(=O)Nc1ccccc1)S(=O)(=O)c1ccccc1	13	1	14	-5	-1	-4	-6	-1.2
28	O=C(O)c1cc(C(F)(F)F)nc2c(C(F)(F)F)cccc12	8	0	-4	1	2	-1	-7	0.1
29	CCOC(=O)c1c(N)sc2c1CCC(CC)C2 (centres undefined)	14	0	-1	-4	-4	-5	-7	-0.7
30	Cc1ccc2cc3c(nc2c1)OCC3	10	1	-4	-1	-9	-5	-3	0.3
31	O=C(Cn1cc2c(n1)CCCCC2)NC1CCCCCC1	12	-2	4	0	35	-7	-1	-1.8
32	Nc1nc(-c2cc3c(cc2Cl)OCCO3)cs1	10	0	-9	-1	-13	52*	-4	0.5
33	Cc1ccc(-c2nn(CCC(=O)NN3CCOCC3)c(=O)c3ccccc23)cc1	-3	1	4	1	4	0	-8	1.1
34	Cc1ccc(NC(=O)Cn2ncc(Cl)c(Cl)c2=O)cc1S(=O)(=O)N1CCCCC1	35	-4	17	5	-5	1	24	-2.4
35	CN(c1ccc(C(=O)NCCSCc2c(F)cccc2Cl)cc1)S(C)(=O)=O	10	2	-7	4	4	4	-7	-0.1
36	CC(=O)Nc1ccc(S(=O)(=O)NC2(C(F)(F)F)NC(=O)N(C3CCCCC3)C2=O)cc1 (centres undefined)	-4	8	-6	0	7	-8	-8	-0.5
37	CCOC(=O)C1CCN(S(=O)(=O)c2ccccc2)CC1	7	1	-10	-3	0	-9	7	0.2
38	CCOC(=O)CNC(=O)Cn1cnc2ccc(S(=O)(=O)N3CCC(C)CC3)cc2c1=O	11	9	3	-1	-6	-5	3	-3.4
39	O=C(Cn1cnc2ccccc21)N/N=C/c1ccccc1[N+](=O)[O-]	-3	0	-6	-3	42	-6	3	0.8
40	Cc1nn(Cc2ccccc2)c(C)c1NS(=O)(=O)c1ccccc1	20	2	-3	1	-1	-4	0	2.7

#	smiles	CCR6 antagonist	NR3A LBD binder	CXCR6 inh	A3A deaminase	Gli-Sufu block	A3G deaminase	EBI2 antag	MPTP inh
41	Cc1ccc(/C=C2\SC(=S)N(CCC(=O)NNC(=O)c3cccnc3)C2=O)cc1	13	10	1	0	8	2	23	65*
42	CC(=O)c1ccc(O)c(CC=C(C)C)c1	9	-2	-10	-4	9	-6	-1	0.0
43	CCn1c(SCC(=O)Nc2sc3c(c2C#N)CCCC3)nnc1-c1ccncc1	17	-2	-6	-4	-1	-8	-13	2.9
44	COc1ccc(C(=O)CSc2nnc(-c3ccco3)n2C)cc1	-7	-19	-8	0	4	-4	3	-0.7
45	Cc1cc(C)c(-c2cc(NC(=O)COC(=O)c3ccc(CO)cc3)n(-c3ccccc3)n2)cc1C	0	8	-2	1	0	-2	9	2.6
46	Cc1c(NC(=O)Nc2c(Cl)cccc2Cl)c(=O)n(-c2ccccc2)n1C	1	-7	5	2	8	0	-3	-1.9
47	COc1ccc(CC(=O)Nc2ccc(S(=O)(=O)Nc3cc(OC)nc(OC)n3)cc2)cc1	18	-9	0	-3	-4	-1	7	-0.3
48	Cn1cc(-c2ccccc2C(=O)O)c(=O)c2ccccc21	2	1	-4	-2	10	-8	-9	-0.1
49	CCOc1ccccc1/C=N/NC(=O)c1cccc(S(=O)(=O)N(CC)CC)c1	16	1	-4	-3	7	-7	-4	-1.0
50	CC(C)CC1NC(=O)C(CC(C)C)N(CO)C1=O (centres undefined)	3	2	4	.	1	.	-1	1.0
51	O=C(NC1CCCCC1)c1cnn2c(C(F)(F)F)cc(-c3ccco3)nc12	16	-3	0	0	13	-4	8	-1.3
52	CC(=O)N1CCc2cc(Br)cc(S(=O)(=O)NCCCN3CCC(C)CC3)c21	1	2	2	2	0	0	-6	0.0
53	COc1ccc(-c2cnc(SCC(=O)Nc3cc(C)on3)n2Cc2ccco2)cc1	8	3	3	-2	-27	-5	1	-0.1
54	NC(=O)C1CCN(C(=O)c2cc3n(n2)C(C(F)(F)F)CC(c2ccco2)N3)CC1 (centres undefined)	4	-2	2	6	-2	-6	-1	-1.3
55	N#Cc1cc2c(nc1Cl)CCC2	-6	-1	-6	3	7	-1	-7	1.4
56	O=C(N/N=C/c1ccccn1)C1CC1	-2	-1	0	-3	5	-7	4	-1.4
57	CCCNS(=O)(=O)c1cccc2cccnc12	-1	0	4	-3	1	-6	-4	0.3
58	CC(NC(=O)C(C)(C)C)C(c1cccs1)N1CCOCC1 (centres undefined)	4	1	10	0	-2	16	-3	1.3
59	Nc1nc(NCCOCCO)nc(NC2CCCCC2)c1[N+](=O)[O-]	12	2	-2	-1	7	2	-9	2.0
60	CCc1cc2cc(OC)ccc2nc1SCC(=O)Nc1cc(OC)c(OC)cc1C(=O)O	-1	-22	0	-1	-9	-5	-9	1.7

#	smiles	CCR6 antagonist	NR3A LBD binder	CXCR6 inh	A3A deaminase	Gli-Sufu block	A3G deaminase	EBI2 antag	MPTP inh
61	CCCOc1ccc(CNC(=O)C2CCN(C(=O)N3CCOc4ccccc43)CC2)cc1	11	0	5	-5	0	-9	12	-1.0
62	CCC1(c2ccc(F)cc2)NC(=O)N(CC(=O)NCc2ccc(F)cc2)C1=O (centres undefined)	-5	-1	11	-1	1	-3	-12	0.5
63	COc1ccc(C(=O)NCC(=O)N/N=C(\C)c2ccco2)cc1OC	3	3	7	3	3	8	-6	-0.6
64	CC(=O)Nc1ccc(S(=O)(=O)N2CCC(NC(=O)C(Cc3cccc(F)c3)NC(C)=O)CC2)cc1 (centres undefined)	-4	-2	3	1	15	-4	-5	-1.1
65	CC(=O)Nc1ccc(NC(=O)CSc2nnc(C)c(=O)[nH]2)cc1	14	-3	-3	5	-3	-2	-16	4.2
66	CCOc1ccc(S(=O)(=O)N2CCOCC2)cc1NC(=O)Cc1c(F)cccc1Cl	4	-1	1	-3	-5	-14	4	-0.9
67	O=C(CN(C(=O)CNC(=O)c1ccco1)c1ccc2c(c1)OCCO2)NC1CCCCC1	13	0	-3	-3	6	-6	-3	0.0
68	Cc1nnc(SC(C)C(=O)NC2CCCCC2C)s1 (centres undefined)	5	-2	-4	1	-12	1	-8	-0.6
69	Cc1cccc(C)c1NC(=O)CN(C)C(=O)c1cccc(S(=O)(=O)N2CCN(c3ccc(F)cc3)CC2)c1	7	-3	4	1	46	-4	-6	20
70	NC(=O)CC(NC(=O)c1ccccc1)c1ccc(NCCc2ccc(F)cc2)c([N+](=O)[O-])c1 (centres undefined)	21	-4	0	6	40	3	-1	-0.2
71	O=C(Oc1ccc(/C=N/NC(=O)c2ccccn2)cc1)c1ccc(Br)cc1	16	-12	-4	-1	-54	0	-39	-0.4
